# p53 reactivator: re-activators of mutant p53; Potency, µM (series often up to 92.2 µM), for the others: top-dose activity change, positive = activation, hits mostly activators; AID 504706; 320,000 tested, 0.063% active; H1299 p53-A138V BP100-luciferase reporter, luminescence, 24 h; note: potency is the fitted concentration of half-maximal effect; % of control where 0% means no effect; nearly all actives have a fitted effect of over 45% in size
#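 p53-null H1299 cells stably carrying temperature-sensitive p53-A138V and a BP100-luciferase reporter were pinned with compounds (4-point, 1:5 series) and held 24 hrs at 37 deg C. Luminescence was read 10 min after detection reagent.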
# BRCA1 expr act: activators of BRCA1 expression | 380,000 tested, 1.1% active | Potency, µM (titrated, usually from 46.1 µM), for the others: top-dose activation, most hits filed as activators | MCF7-BRCA1-FFLuc reporter, luminescence, 48 h; response scale: scaled: vehicle 0%, 10 µM genistein 100% | AID 624202; note: potency is the fitted concentration of half-maximal effect; nearly all actives have a fitted effect of over 80% in size; some results filed as inactive show a strong effect at the top dose
#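 MCF7-BRCA1-FFLuc, 2000 cells/well; 2 h attach, 37 °C/5% CO2; compound 48 h; luciferase substrate 15 min; luminescence end-point. Norm. to genistein 10 microM max activation and DMSO; concentration-response curves fitted.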
# S-ASM inh: inhibitors of human secretory acid sphingomyelinase | P17405 | placental ASM, HMU-PC fluorogenic substrate, 60 min | Potency, µM (titrated, usually from 57.5 µM), for the others: at the top dose activity change, negative = inhibition, actives largely listed as inhibitors | 340,000 tested, 0.006% active | AID 504937; note: potency is the fitted concentration of half-maximal effect
# Target sequence (P17405 47-631 limits assumed): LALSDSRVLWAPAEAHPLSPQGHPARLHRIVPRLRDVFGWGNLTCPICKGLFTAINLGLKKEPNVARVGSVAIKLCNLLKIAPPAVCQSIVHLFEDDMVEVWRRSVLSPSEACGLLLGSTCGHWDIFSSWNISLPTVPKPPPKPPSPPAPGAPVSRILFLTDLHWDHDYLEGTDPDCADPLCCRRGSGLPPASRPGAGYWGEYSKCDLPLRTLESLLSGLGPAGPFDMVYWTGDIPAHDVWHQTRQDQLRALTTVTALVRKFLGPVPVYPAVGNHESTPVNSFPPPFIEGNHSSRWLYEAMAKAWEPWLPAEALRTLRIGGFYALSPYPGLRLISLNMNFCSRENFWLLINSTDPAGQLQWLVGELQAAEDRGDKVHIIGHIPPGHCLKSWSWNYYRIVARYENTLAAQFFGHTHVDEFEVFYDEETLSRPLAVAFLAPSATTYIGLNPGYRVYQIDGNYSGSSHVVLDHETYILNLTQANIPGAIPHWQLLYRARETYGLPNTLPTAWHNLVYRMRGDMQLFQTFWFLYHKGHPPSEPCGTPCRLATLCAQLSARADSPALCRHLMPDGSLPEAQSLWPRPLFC
#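 Steps: dispense placental human ASM, pin compound, wait 10 min at room temperature, add HMU-PC0 substrate at 9 uM final, incubate 60 min at 37 °C, add stop solution raising pH to 10, read fluorescence.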
# Eya2 inh: inhibitors of human Eya2 phosphatase activity; O00167; recombinant Eya2, OMFP fluorescence dephosphorylation (OMFP is methylfluorescein phosphate); Potency, µM (doses to about 76.9 µM), without a hit: at the top dose activity, negative = inhibition, usual class: inhibitors; 330,000 tested, 0.006% active; AID 488837; note: potency is the fitted concentration of half-maximal effect; % is set by controls: 0 for no effect and ±100 for the full control effect
#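 Eya2 (0.2 uM) preincubated 10 min at ambient with compound, then OMFP substrate added at 50 uM; 10 min reaction in 50 mM HEPES pH 7.5, 50 mM NaCl, 5 uM MgCl2, 0.05% BSA, 1 mM DTT. Fluorescence read at Ex 485/Em 525 nm.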
# uPA surface inh: blocks generation of uPA at the cell surface. cell surface uPA generation assay, qHTS. Potency, µM (series often up to 38.3 µM), inactives show at the top dose activity change, negative = inhibition, most hits filed as inhibitors. 330,000 tested, 0.31% active; active = well fitted inhibition curve with a large enough effect; inconclusive = small, poorly fitted or top-dose-only effect; inactive = no such curve, though single readings can be large or run the other way; tested in mouse RAW 264.7 cells; note: potency is the fitted concentration of half-maximal effect; % is set by controls: 0 for no effect and ±100 for the full control effect; nearly all actives have a fitted effect of over 55% in size
# USP2a inh: inhibitors of human ubiquitin-specific protease USP2a. USP2 core, Ub-CHOP2 coupled fluorogenic reporter, 485/531. Potency, µM (titrated, usually from 38.3 µM), for the others: top-dose activity change, negative = inhibition, most hits filed as inhibitors. 330,000 tested, 0.01% active. AID 463254;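 note: potency is the fitted concentration of half-maximal effect; plate controls were DMSO wells for no effect and full inhibition by NEM control for full effect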
#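 Cell-free coupled assay: 10nM USP2 core preincubated 30min RT with compound in Tris-HCl pH 8.0/CaCl2/CHAPS buffer, then 25nM Ub-CHOP2 and 25nM reporter substrate; fluorescence (Ex 485/Em 531) read after 60min RT, normalized to NEM inhibition, concentration-response curves fitted.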
# TSG101-PTAP inh: blocks PTAP/TSG101 interaction to inhibit HIV-1 budding; 340,000 tested, under 10 active; Potency, µM (highest dose often 115 µM), without a hit: at the highest dose activity change, negative = inhibition, most hits filed as inhibitors; Fluorescence polarization, FITC-PTAP peptide / Tsg101 binding; active = well fitted inhibition curve with a large enough effect in the main read-out, with a control signal flat, not every such curve was filed as active; inconclusive = small, poorly fitted or top-dose-only effect, or effect the other way, or a change in a side signal; inactive = no such curve, though single readings can be large or run the other way; note: potency is the fitted concentration of half-maximal effect; % of control where 0% means no effect
#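 Steps: Tsg101 binding domain dispensed (10 uM final), compounds pinned in DMSO, FITC-labeled PTAP-motif peptide added (50 nM final); after 20 min binding at room temperature, polarization measured.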
# B2AR arrestin: recruits beta-arrestin to the human beta2-adrenergic receptor | P07550 | beta-arrestin recruitment to beta2AR, cell-based reporter | Potency, µM (top dose mostly 46.1 µM), inactives show at the top dose activation, usual class: activators | 330,000 tested, 0.02% active | AID 492947;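 note: potency is the fitted concentration of half-maximal effect; 0% = DMSO controls and full agonism = EC100 isoproterenol or metaproterenol; nearly all actives have a fitted effect of over 65% in size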
# Target sequence (P07550 whole entry, looked up): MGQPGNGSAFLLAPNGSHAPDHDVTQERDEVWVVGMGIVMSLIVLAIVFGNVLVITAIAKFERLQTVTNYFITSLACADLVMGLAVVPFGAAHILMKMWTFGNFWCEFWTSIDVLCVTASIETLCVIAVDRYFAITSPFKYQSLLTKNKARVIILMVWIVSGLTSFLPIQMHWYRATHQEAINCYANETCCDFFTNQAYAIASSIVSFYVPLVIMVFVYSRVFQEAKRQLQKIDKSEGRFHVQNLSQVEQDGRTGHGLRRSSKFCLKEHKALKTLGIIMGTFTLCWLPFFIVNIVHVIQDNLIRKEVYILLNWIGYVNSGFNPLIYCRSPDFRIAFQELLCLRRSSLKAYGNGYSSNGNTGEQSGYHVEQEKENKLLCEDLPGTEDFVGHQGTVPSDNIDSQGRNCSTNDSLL
# TRPV1 agonist: agonists of human vanilloid receptor 1 (TRPV1). Q8NER1. TRPV1-expressing cells, Fluo-8 calcium influx, agonist mode. activation, % at 8.33 µM. 320,000 tested, 0.19% active; in the data active = activation above about 80%; inconclusive = between about 30% and that limit; note: 0% is about no effect
#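 Cells expressing TRPV1 were dye-loaded with Fluo-8 and read kinetically: 10 s baseline, 3 min after compound (agonist portion), then 2 min after EC20 capsaicin (allosteric enhancer portion). Calcium-bound dye fluorescence at 480/520 nm.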
# ELG1 genotox: genotoxicity induction in ELG1-luciferase HEK293T cells | HEK293T ELG1-luciferase reporter, luminescence, 16 h | Potency, µM (series often up to 46 µM), without a hit: at the top dose activity change, positive = activation, actives largely listed as activators | 330,000 tested, 1.3% active | AID 504466; note: potency is the fitted concentration of half-maximal effect; % of control where 0% means no effect; nearly all actives have a fitted effect of over 60% in size
#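 HEK293T cells expressing luciferase-tagged ELG1 were treated with compound or DMSO for 16 hr at 37°C. Luciferase activity was then read after 30 min with ONE-Glo at room temperature; rising signal flags genetic stress.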
# a7 integrin act: integrin-mediated muscular dystrophy alleviation activation; 350,000 tested, 0.064% active; alpha7betagal myoblasts, beta-gal FDG fluorescence, 48 h; AID 624291; Potency, µM (top dose mostly 38.3 µM), for inactives: top-dose activation, usual class: activators;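 note: potency is the fitted concentration of half-maximal effect; 100% = response of the positive control SU9516; nearly all actives have a fitted effect of over 60% in size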
#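 alpha7betagal+/- myoblasts (passage 13, 250/well) treated 48 h at 37C with compounds at 1:260 dilution of DMSO stock. Lysed, then beta-galactosidase activity read as FDG fluorescence (ex 480/em 540) after 30 min, with pre-read for autofluorescence.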
# Numbers without * were called inactive; i = inactive; ? = inconclusive; nt = no result given; [ ] = dose if it differs, or a comment. Unless noted, calls come from the whole dose curve; as a rule, active = well fitted curve in the direction sought with a large enough effect; inconclusive = small, poorly fitted or top-dose-only effect, or another doubt; inactive = no such curve, though single readings can be large; an effect the other way counts as inactive or inconclusive.
SMILES,p53 reactivator,BRCA1 expr act,S-ASM inh,Eya2 inh,uPA surface inh,USP2a inh,TSG101-PTAP inh,B2AR arrestin,TRPV1 agonist,ELG1 genotox,a7 integrin act
COc1ccc(-c2nn(CCC#N)cc2C(=O)Nc2ccccc2Cl)cc1,nt,-20.5%,-1.2%,-5.0%,-4.5%,1.2%,-2.7%,0.4%,17.2,-6.3%,3.6%
CC1CCCCC12C(=O)NC(=O)NC2=O (stereo unspecified),nt,-25.6%,0.6%,nt,13.0%,nt,-4.4%,nt,nt,nt,8.5%
COC(=O)C1=C(c2ccc(OC(F)(F)F)cc2)C[C@@H]2CC[C@H]1N2C(=O)N1CCCCC1,4.5%,-45.0%,-13.1%,-18.8%,-16.7%,4.5%,-6.9%,0.0%,?,1.6%,-2.6%
Cc1c(C(=O)Nc2ccccc2)c2cc(O)ccc2n1Cc1ccccc1,nt,-7.3%,-6.7%,3.1%,5.3%,3.4%,-6.5%,-0.9%,20.3,6.3%,-33.6%
CC(=O)[C@@]1(O)CCC2C3CC=C4C[C@@H](O)CC[C@]4(C)C3CC[C@@]21C (stereo partly specified),6.1%,-2.9%,0.1%,-5.3%,1.0%,-5.0%,2.5%,0.4%,nt,1.1%,-5.1%
Cc1ccc(N2C(=O)NC(=O)/C(=C\c3cn(CC(=O)O)c4ccccc34)C2=O)cc1,nt,-22.3%,1.6%,-7.6%,10.4%,1.6%,0.7%,0.0%,-6.6,0.2%,11.0%
CC1CCN(C(=O)c2ccc(N3CC4CC(C3)c3cccc(=O)n3C4)c([N+](=O)[O-])c2)CC1 (stereo unspecified),-4.5%,-9.3%,-11.4%,-0.1%,2.0%,1.2%,-0.3%,0.3%,-2.8,-3.8%,-14.2%
O=C1NC(=O)N(c2ccccc2)C(=O)/C1=C\c1ccc([N+](=O)[O-])s1,-11.4%,-19.0%,-13.3%,2.8%,-4.7%,1.3%,-6.9%,-0.7%,2.5,1.6%,-6.1%
CSc1ccc(CN2CCN(C(=O)COc3ccc(C)cc3)CC2)cc1,-2.5%,-38.6%,-2.4%,-14.1%,-2.4%,3.8%,-4.1%,0.1%,?,-8.8%,20.1%
CC(NC1=NCCS1)c1ccccc1 (stereo unspecified),-2.2%,-8.2%,2.0%,5.7%,-13.3%,-1.6%,-0.6%,0.1%,0.2,0.2%,11.3%
O=C(COC(=O)c1cccc(O)c1)Nc1ccc(Cl)cc1C(=O)c1ccccc1,12.8%,-13.4%,-19.8%,6.1%,-9.6%,-2.0%,-5.1%,0.4%,6.4,-2.0%,-4.3%
Cc1ccc2c(c1)C(c1ccccc1)=NCC(=O)N2C,nt,7.1%,4.6%,nt,-28.3%,nt,-0.8%,nt,nt,nt,0.0%
CC(C)C(=O)Nc1ccc(C(=O)NCc2cccnc2)cc1,-18.6%,-27.4%,5.3%,2.4%,-10.8%,1.9%,0.8%,0.2%,-0.4,2.9%,-43.9%[inhibitor]
O=P(NC(c1ccccc1)c1ccccc1)(Oc1ccccc1)Oc1ccccc1,-5.8%,-15.6%,-0.9%,-1.9%,-1.2%,3.4%,-1.2%,-0.5%,18.8,-0.1%,10.1%
COC(=O)C1=C(c2ccc(-c3ccccc3)c(F)c2)C[C@@H]2CC[C@H]1N2C(=O)NCc1cccc2ccccc12,-5.3%,-25.9%,-18.1%,4.8%,-9.8%,1.1%,-6.7%,9.2%,-4.6,-0.7%,4.0%
COc1ccc(Nc2ncc(C(=O)N3CCC4(CC3)OCCO4)c3ccccc23)cc1,1.6%,-0.6%,-3.2%,-9.8%,1.1%,3.3%,-3.6%,-0.1%,-0.8,-1.4%,-13.0%
CN(C)c1ccc(/C=C/[N+](=O)[O-])cc1,-26.0%,44.6%,-1.1%,-12.2%,-4.0%,0.5%,-0.6%,-0.6%,14.9,?,0.0%
O=C1COc2ccc(C(=O)COC(=O)Cc3ccccc3)cc2N1,0.9%,3.4%,-3.6%,-0.6%,4.3%,-0.3%,-6.0%,-0.4%,8.1,3.5%,-13.4%
COC(=O)C(O)(c1ccc(N(C)C)cc1)C(F)(F)F (stereo unspecified),10.3%,13.4%,-5.4%,-16.0%,0.6%,-0.4%,-3.3%,-0.5%,1.2,0.2%,0.0%
COc1ccc2c(C)c(CCC(=O)N3C[C@H]4C[C@@H](C3)c3cccc(=O)n3C4)c(=O)oc2c1,nt,0.0%,11.4%,-15.4%,-7.2%,-1.1%,-4.3%,-0.7%,0.3,6.1%,-13.9%
CN(C)CCN(CC1CCCN(Cc2ccccc2F)C1)C(=O)Cc1ccccc1F (stereo unspecified),nt,-33.3%,2.4%,0.7%,-80.7%,0.0%,-0.6%,0.4%,2.3,-0.3%,-5.3%
COC(=O)c1ccc(N=C(c2ccccc2)c2c(O)n(C)c(=O)n(C)c2=O)cc1,-3.6%,1.2%,-1.0%,12.5%,-7.1%,-0.6%,-2.8%,-0.6%,1.4,-0.9%,2.9%
COCCCn1c(N)c(C(=O)NCCC(C)C)c2nc3ccccc3nc21,-2.9%,-40.7%,i,-11.8%,2.3%,-5.8%,-2.5%,-0.4%,?,-7.8%,-26.4%[7.66 µM]
COc1ccc(NC(=O)N2CCC3(CC2)OCCO3)cc1,-7.2%,71.1%,4.6%,8.4%,0.6%,0.3%,-7.8%,-0.4%,3.0,9.7%,27.8%
O=Cc1ccc(O)c(O)c1,7.4%,-13.7%,-6.7%,1.6%,?,1.4%,0.3%,0.2%,0.7,5.9%,nt
Clc1ccc(Cn2ccnc2)cn1,-0.2%,2.3%,2.6%,5.9%,23.1%,14.7%,-2.1%,-0.8%,3.8,0.7%,-157.7%[inhibitor]
CC12CC[C@H]3[C@@H](CCC4(O)C[C@H](O)CCC34/C=N/NC(=O)c3ccccc3F)C1(O)CCC2C1=CC(=O)OC1 (stereo partly specified),2.1%,-3.9%,-1.4%,-0.5%,-9.9%,1.6%,-2.4%,-0.8%,12.7,-2.6%,1.3%
O=C1CC(c2cccnc2)=NN1c1ccc(Cl)cc1Cl,1.8%,0.0%,-0.1%,-14.7%,-0.3%,-6.5%,-0.9%,-0.6%,0.9,-12.3%,18.5%
CN1CCN(c2ccc([N+](=O)[O-])c(NCC3CCCO3)c2)CC1 (stereo unspecified),-17.1%,-40.6%,-9.8%,-0.4%,5.4%,1.3%,-5.3%,-0.8%,-0.3,0.1%,17.2%
CCn1c(=N)n(Cc2ccccc2F)c2ccccc21,-7.4%,-28.7%,-0.6%,-2.1%,-2.0%,3.6%,-0.9%,-0.6%,-4.6,-4.9%,-19.5%

# Grouped by structure, those above containing a CF3 group
SMILES,p53 reactivator,BRCA1 expr act,S-ASM inh,Eya2 inh,uPA surface inh,USP2a inh,TSG101-PTAP inh,B2AR arrestin,TRPV1 agonist,ELG1 genotox,a7 integrin act
COC(=O)C1=C(c2ccc(OC(F)(F)F)cc2)C[C@@H]2CC[C@H]1N2C(=O)N1CCCCC1,4.5%,-45.0%,-13.1%,-18.8%,-16.7%,4.5%,-6.9%,0.0%,?,1.6%,-2.6%
COC(=O)C(O)(c1ccc(N(C)C)cc1)C(F)(F)F (stereo unspecified),10.3%,13.4%,-5.4%,-16.0%,0.6%,-0.4%,-3.3%,-0.5%,1.2,0.2%,0.0%

# (cont.)
SMILES,p53 reactivator,BRCA1 expr act,S-ASM inh,Eya2 inh,uPA surface inh,USP2a inh,TSG101-PTAP inh,B2AR arrestin,TRPV1 agonist,ELG1 genotox,a7 integrin act
COc1ccccc1-n1c(-c2ccccc2F)nc2ccccc2c1=O,nt,-2.7%,0.7%,nt,-7.5%,nt,-0.8%,nt,nt,nt,-3.4%
CN(C)C(=O)On1c(-c2ccccc2)nc2ccc(Cl)cc21,13.3%,15.2%,6.3%,-4.1%,-9.0%,-1.6%,-7.9%,-0.1%,3.7,?,0.1%
CCCCn1c(N)c(C(=O)NCc2cccs2)c2nc3ccccc3nc21,-8.0%,-26.0%,nt,-8.3%,nt,1.1%,-2.2%,-0.2%,6.0,-3.1%,-28.8%
C=Cc1cc(OC)c2c(c1)c(=O)oc1c2cc(OC)c2c(O)ccc(C3OC(C)C(O)C(C)(O)C3O)c21 (stereo unspecified),nt,-82.7%,74.7%[activator],nt,-11.1%,nt,0.3%,nt,nt,nt,-51.7%[inhibitor]
Cn1c(=O)oc2cc(S(=O)(=O)N3CCCc4ccccc43)ccc21,7.9%,-57.4%,-0.3%,0.1%,2.24µM*,1.9%,0.7%,-0.9%,2.3,-2.0%,-42.6%[inhibitor]

# Not all compounds are listed. The share of hits here may be higher or lower than overall.
